ELG1 repair inh: qHTS screen for small molecules that inhibit ELG1-dependent DNA repair in human embryonic kidney (HEK293T) cells expressing luciferase-tagged ELG1; HEK293T ELG1-luciferase reporter, luminescence, 16 h; DNA damage induced by 5-fluorouridine; Potency, µM (doses to about 46.1 µM), without a hit: top-dose activity change, negative = inhibition, most hits filed as inhibitors; 330,000 tested, 2.3% active; also: potency is read from the fitted curve at half-maximal effect; % is scaled to controls: 0 for no effect and ±100 for the full control effect; nearly all actives have a fitted effect of over 55% in size
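Overnight (16 hr) co-exposure of 2,000 cells/well to 5-fluorouridine and compound at 37 °C preceded detection. Luciferase was quantified via ONE-Glo luminescence; loss of signal denotes inhibition.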
TCR activator: Activators of T cell receptors: qHTS campaign; 330,000 tested, under 10 active; primary human leukocytes, anti-CD3, IL-2 HTRF, 48 h; Potency, µM (series often up to 9.22 µM), for inactives: at the top dose activation of IL-2 secretion, usual class: activators; AID 504894, 2011; also: % of control where 0% means no effect
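IL-2 produced over 48 hr by a-CD3 bead-stimulated primary human leukocytes exposed to compounds was detected with a homogeneous time-resolved FRET immunoassay, 665nm acceptor signal after 320nm excitation.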
BCR signal inh: qHTS Assay to Find Inhibitors of Chronic Active B-Cell Receptor Signaling; ABC-DLBCL IkBa-CBG/CBR reporter, luminescence ratio, 4 h; Potency, µM (highest dose often 46.1 µM), inactives show top-dose ratio change, negative = lower green/red ratio, usual class: inhibitors; 340,000 tested, 0.05% active; AID 493014, 2011; active = well fitted inhibition curve with a large enough effect in the signal ratio, with a control signal flat, not every such curve was filed as active; inconclusive = small, poorly fitted or top-dose-only effect, or effect the other way, or a change in a side signal; the % refers to the signal ratio;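 also: potency is read from the fitted curve at half-maximal effect; plate controls were basal doxycycline-induced cells for no effect and cells given 10 µM MG132 for full effect; MG132 reads +100%, hits lower the ratio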
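TMD8 ABC-DLBCL cells carrying doxycycline-inducible green luciferase fused to IkappaBalpha plus unfused red luciferase were exposed to compounds (up to 46 uM) for 4 hrs at 37C. Activity came from the overlap-corrected green/red luminescence ratio.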
TSHR antag: Antagonists of the Thyroid Stimulating Hormone Receptor: HTS campaign. TSHR-expressing cells, TSH-stimulated cAMP HTRF, 2 h; active compounds read low. activity change, negative = inhibition, % at 11.5 µM. 330,000 tested, 0.2% active. AID 504810, 2011;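 active = activity change below a set negative limit, meaning inhibition stronger than a set level, cut at about -70% in these data; inconclusive = activity change between two set negative limits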; also: % is scaled to controls: 0 for no effect and ±100 for the full control effect
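Freshly harvested TSHR cells receive pin-tooled compound, then EC80 TSH at 4nM final. After 2 hours at 37 deg C, antibody in lysis buffer and cAMP-d2 are added; 30 minutes at ambient temperature precede the HTRF read.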
Mito fusion yeast: qHTS Assay for Small Molecule Inhibitors of Mitochondrial Division or Activators of Mitochondrial Fusion | S. cerevisiae fusion-defective mutant growth rescue, CellTiterGlo 48 h | Potency, µM (doses to about 46.1 µM), for the others: at the top dose growth rescue (activation), usual class: activators | 320,000 tested, 0.23% active | AID 485298, 2010;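 also: potency is read from the fitted curve at half-maximal effect; % of control where 0% means no effect; nearly all actives have a fitted effect of over 45% in size; temperature-sensitive fusion mutants such as fzo1-1 at 37 °C on non-fermentable ethanol glycerol medium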
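Yeast fusion mutant, YPEG (non-fermentable carbon), compound, 48 h at 37C non-permissive; CellTiterGlo added, 10 min RT, luminescence read. Rescued growth = division inhibition.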
PTAP TSG101 blk: qHTS Assay for Iinhibitors of HIV-1 Budding by Blocking the Interaction of PTAP/TSG101; Tumor susceptibility gene 101 protein (Homo sapiens), Q99816; Fluorescence polarization, FITC-PTAP peptide / Tsg101 binding; Potency, µM (highest dose often 115 µM), without a hit: at the top dose activity change, negative = inhibition, usual class: inhibitors; 340,000 tested, under 10 active; AID 493005, 2010; active = well fitted inhibition curve with a large enough effect in the main read-out, with a control signal flat, not every such curve was filed as active; inconclusive = small, poorly fitted or top-dose-only effect, or effect the other way, or a change in a side signal; inactive = no such curve, though single readings can be large or run the other way; also: potency is read from the fitted curve at half-maximal effect; % of control where 0% means no effect
Target sequence (Q99816 whole entry, looked up): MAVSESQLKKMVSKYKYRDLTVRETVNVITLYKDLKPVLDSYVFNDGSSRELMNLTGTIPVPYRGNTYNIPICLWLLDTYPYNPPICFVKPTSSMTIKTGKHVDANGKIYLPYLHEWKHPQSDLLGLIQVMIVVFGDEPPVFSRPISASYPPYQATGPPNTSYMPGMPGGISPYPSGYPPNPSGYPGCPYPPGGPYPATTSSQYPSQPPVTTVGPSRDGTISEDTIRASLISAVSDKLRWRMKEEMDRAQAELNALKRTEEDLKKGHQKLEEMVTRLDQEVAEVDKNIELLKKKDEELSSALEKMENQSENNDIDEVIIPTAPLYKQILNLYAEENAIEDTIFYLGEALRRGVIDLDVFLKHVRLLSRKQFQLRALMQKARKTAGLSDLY
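Compounds were pin-transferred onto Tsg101 binding domain (10 uM final) in HEPES pH 7.5 buffer, then FITC-PTAP peptide was added at 50 nM final. After 20 min at RT, polarization reported peptide displacement across a qHTS concentration series.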
S-ASM inh: Inhibitors of Secretory Acid Sphingomyelinase (S-ASM): qHTS; placental ASM, HMU-PC fluorogenic substrate, 60 min; Sphingomyelin phosphodiesterase (Homo sapiens), P17405; Potency, µM (titrated, usually from 57.5 µM), for the others: at the top dose activity change, negative = inhibition, hits mostly inhibitors; 340,000 tested, 0.006% active; also: potency is read from the fitted curve at half-maximal effect
Target sequence (P17405 47-631 limits assumed): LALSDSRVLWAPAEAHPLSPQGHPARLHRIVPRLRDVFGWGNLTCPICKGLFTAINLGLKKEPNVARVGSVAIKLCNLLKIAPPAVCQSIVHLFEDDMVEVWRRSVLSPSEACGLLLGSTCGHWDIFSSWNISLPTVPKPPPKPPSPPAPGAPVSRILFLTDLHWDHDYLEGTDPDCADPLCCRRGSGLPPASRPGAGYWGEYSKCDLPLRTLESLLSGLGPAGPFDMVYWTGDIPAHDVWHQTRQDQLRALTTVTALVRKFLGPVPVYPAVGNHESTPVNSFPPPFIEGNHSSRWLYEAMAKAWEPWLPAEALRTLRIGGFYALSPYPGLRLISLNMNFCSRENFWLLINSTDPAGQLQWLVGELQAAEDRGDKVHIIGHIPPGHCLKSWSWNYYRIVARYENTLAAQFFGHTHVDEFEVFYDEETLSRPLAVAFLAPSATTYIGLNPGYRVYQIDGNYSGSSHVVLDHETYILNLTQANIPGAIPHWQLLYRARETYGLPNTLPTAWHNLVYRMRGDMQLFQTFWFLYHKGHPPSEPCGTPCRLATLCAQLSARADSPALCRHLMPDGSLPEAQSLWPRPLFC
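Human placenta-derived ASM enzyme was preincubated with compound for 10 minutes at room temperature, then given fluorogenic substrate HMU-PC0 (9 uM final) for 60 minutes at 37 °C; a pH 10 stop preceded fluorescence reading at Ex 386/Em 447 nm.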
A-T KAP1 phos: qHTS Assay for Identifying a Potential Treatment of Ataxia-Telangiectasia. […] A-T fibroblasts, KAP-1 phosphorylation AlphaLISA; neocarzinostatin DNA damage 30 min before lysis. 320,000 tested, 0.19% active. Potency, µM (doses to about 57.5 µM), without a hit: top-dose activation, most hits filed as activators. AID 485349, 2010; also: potency is read from the fitted curve at half-maximal effect; % of control where 0% means no effect; nearly all actives have a fitted effect of over 45% in size
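hTERT-immortalized A-T patient fibroblasts ([…]), 500 cells/well in OPTI-MEM, 1% FBS, got compounds for 60 min, then NCS for 30 min at 37C. Lysates were then assayed for phospho-KAP-1 by AlphaLISA (anti-pKAP1 donor, anti-KAP1 acceptor beads), 6 hr at 25C.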
Tb PFK block: qHTS Assay to Find Inhibitors of T. brucei phosphofructokinase; T. brucei PFK, ADP-Glo luminescence; Potency, µM (top dose mostly 57.5 µM), without a hit: at the highest dose activity, negative = inhibition, actives largely listed as inhibitors; 330,000 tested, 0.17% active;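 also: potency is read from the fitted curve at half-maximal effect; 0% = uninhibited 1x PFK enzyme wells and -100% = no-enzyme wells; nearly all actives have a fitted effect of over 60% in size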
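In TEA buffer at pH 8.0 with 5 mM MgCl2, enzyme (1.25 nM) converted F6P (0.5 mM) and ATP (0.1 mM) for 45 min at room temperature. ADP product was read by luciferase luminescence.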
Eya2 inh: qHTS Assay for Inhibitors of the Phosphatase Activity of Eya2; recombinant Eya2, OMFP fluorescence dephosphorylation (OMFP is methylfluorescein phosphate); Protein phosphatase EYA2 (Homo sapiens), O00167; 330,000 tested, 0.006% active; Potency, µM (doses to about 76.9 µM), for the others: at the highest dose activity, negative = inhibition, hits mostly inhibitors; also: potency is read from the fitted curve at half-maximal effect; % is scaled to controls: 0 for no effect and ±100 for the full control effect
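Eya2 protein (added as 0.2 uM solution) was preincubated with compound for 10 min at ambient temperature in 50 mM HEPES pH 7.5, 50 mM NaCl, 5 uM MgCl2, 0.05% BSA, 1 mM DTT. OMFP (added at 50 uM) then reacted 10 min; fluorescence read at 485/525 nm.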
a7 integrin act: qHTS for Activators of Integrin-Mediated Alleviation for Muscular Dystrophy; alpha7betagal myoblasts, beta-gal FDG fluorescence, 48 h; Potency, µM (highest dose often 38.3 µM), inactives show top-dose activation, usual class: activators; 350,000 tested, 0.064% active;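 also: potency is read from the fitted curve at half-maximal effect; 100% = response of the positive control SU9516; nearly all actives have a fitted effect of over 60% in size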
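alpha7betagal+/- myoblasts (passage 13, 250/well) treated 48 h at 37C with compounds at 1:260 dilution of DMSO stock. Lysed, then beta-galactosidase activity read as FDG fluorescence (ex 480/em 540) after 30 min, with pre-read for autofluorescence.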
* hit, by the source's call; ? = inconclusive; . = not tested or not shown; & = joins results of further samples; [ ] = dose if it differs, or a comment. Unless noted, calls follow the shape of the dose curve; as a rule, active = well fitted curve in the direction sought with a large enough effect; inconclusive = small, poorly fitted or top-dose-only effect, or another doubt; inactive = no such curve, though single readings can be large; an effect the other way counts as inactive or inconclusive. A portion of the library; the hit share may differ from the screen's.

SMILES	ELG1 repair inh	TCR activator	BCR signal inh	TSHR antag	Mito fusion yeast	PTAP TSG101 blk	S-ASM inh	A-T KAP1 phos	Tb PFK block	Eya2 inh	a7 integrin act
COc1ccc(OC)c(N=Cc2c(O)[nH]c(=O)[nH]c2=O)c1	-9%	-10%	0%	3	18%	0%	11%	0%	-1%	7%	21%
O=C(NNC(=O)c1ccccc1Br)c1ccc2nc[nH]c2c1	11%	14%	?	52	7%	-6%	-1%	18%	21µM*	14%	?
Cc1cccc(C)c1NC1=NCCCCS1	2%	0%	?	12	-4%	-5%	8%	-1%	5%	-2%	12%
Oc1cc2c(cc1CN1CCN(c3ccccc3)CC1)OCO2	4%	9%	4%	2	-5%	-1%	-1%	-3%	0%	-4%	4%
O=C(CSc1ccccc1)Nc1ccc(C(=O)Nc2cccc(O)c2)cc1	?	-5%	0%	1	-1%	-1%	-3%	3%	-5%	-5%	?
Nc1c2c(nc3sc4c(c13)CCCC4)CCCC2	-10%	4%	?	6	6%	-11%	-1%	-7%	-8%	-7%	6%
CCOc1cc(/C=C2\C(=O)NC(=O)N(C)C2=O)cc([N+](=O)[O-])c1O	-1%	11%	0%	1	3%	-9%	-1%	-3%	3%	-14%	-4%
O=C(c1sc2ccccc2c1Cl)N1CCC2(CC1)OCCO2	-11%	0%	-22%	8	7%	-6%	-3%	.	4%	-16%	0%
O=C(Nc1ccc(F)cc1F)c1cccnc1Oc1cccc(C(F)(F)F)c1	2%	1%	3%	12	3%	-4%	-2%	3%	0%	2%	-8%
Clc1ccc(-c2nc3ccc(Cl)cn3c2CN2CCCCC2)cc1	?	8%	4%	-1	-19%	-3%	1%	10%	-1%	0%	-28%
O=C1NC(=O)N(c2ccccc2)C(=O)/C1=C/c1coc2ccc(O)cc2c1=O	?	7%	?	-1	0%	-4%	-1%	-8%	-11%	18%	-51%[inhibitor]
Cc1ccc(N)c(C(=O)c2ccccc2)c1	5%	5%	-16%	-1	-1%	-7%	-5%	-2%	-2%	-2%	-14%
CCOC(=O)c1cccc(-[n+]2c(-c3ccccc3)cc(-c3ccccc3)cc2-c2ccccc2)c1	-26%	-5%	?	-4	-1%	-7%	1%	1%	2%	-12%	-31%[inhibitor]
Cc1ccccc1C(O)(Cc1ccccc1)C1CN2CCC1CC2 (configuration not stated)	?	-4%	?	-5	-5%	-6%	1%	.	4%	1%	-66%[inhibitor]
COc1cccc(OC)c1CN1CCCC(C(=O)c2cccc(Cl)c2)C1 (configuration not stated)	-22%	-17%	-2%	-9	-11%	-7%	1%	3%	1%	-6%	0%
COc1ccc(OCc2nnc(SCC(=O)NCC3CCCO3)n2N)cc1 (configuration not stated)	9%	-3%	7%	4	.	-10%	3%	?	-5%	3%	4%
CC1(O)CCN2C(=O)CCc3cccc1c32 (configuration not stated)	?	1%	?	10	5%	-3%	-1%	-3%	-4%	2%	12%
CCOc1ccc(-c2cc(C)[n+](CCN3CCOCC3)c(-c3ccc(OCC)cc3)c2)cc1	16µM*	-7%	?	-1	4%	2%	129%[activator]	-2%	2%	3%	-25%
CNC(=O)N(C)c1ccc(C(O)(C(=O)OC)C(F)(F)F)cc1 (configuration not stated)	0%	1%	?	-3	0%	-3%	3%	-7%	-2%	-4%	14%
CCNC(=O)NNC(=O)C1CC(c2cccnc2)=NO1 (configuration not stated)	16%	-20%	?	13	-2%	-6%	-1%	1%	-14%	5%	9%
O=P(Oc1ccccc1)(Oc1ccccc1)N1CCN(c2ccc(F)cc2)CC1	?	-2%	?	-4	3%	-1%	-3%	5%	-1%	-14%	-13%
C#CC[N+]1(C)[C@@H]2CC(OC(=O)C(CO)c3ccccc3)C[C@H]1C(O)C2 (some centres not stated)	22%	5%	-1%	-2	-7%	-2%	-1%	-12%	1%	2%	24%
COc1cc2c(cc1O)C[C@H]1c3c(cc(O)c(OC)c3-2)CCN1C	?	0%	-16%	-19	-1%	3%	0%	9%	-9%	9%	.
N[C@@H](Cc1cc(Br)c(O)c(Br)c1)C(=O)O	22%	.	8%	-3	-2%	.	.	-7%	6%	8%	.
COc1ccc(CCNC(=O)COC(=O)Cc2ccccc2)cc1	0%	-1%[46.1 µM]	11%	-11	-1%	-3%	3%	8%	0%	10%	15%
CC1CN=C(Nc2ccccc2)S1 (configuration not stated)	?	0%	-1%	9	-4%	-13%	2%	-3%	-3%	-4%	-6%
COC(=O)C1=Nc2ccccc2/C1=C\c1c(O)n(-c2cc(OC)ccc2OC)c(=O)[nH]c1=O	-17%	0%[46.1 µM]	?	14	-2%	-4%	7%	-19%	5%	-2%	15%
OC1C2CN3CN(C2)CC1(c1ccccc1)C3 (configuration not stated)	10%	7%	?	-2	0%	-1%	3%	2%	-6%	-13%	?
CC(C)CCNC(=O)Cn1c(=O)oc2cc(S(=O)(=O)N3CCc4ccccc43)ccc21	?	2%	?	-11	2%	-2%	-3%	16%	6%	-3%	-2%
CCOc1cc(/C=C/c2cc(C(F)(F)F)[nH]c(=O)n2)ccc1O	?	2%	?	-12	-7%	5%	1%	-5%	15%	-1%	0%
O=C(COC(=O)Cc1ccccc1)Nc1cc(S(=O)(=O)N2CCOCC2)ccc1N1CCCC1	7%	-2%	?	25	5%	7%	1%	6%	4%	-5%	10%
CCCCn1c(O)c(C=NCCCn2ccnc2)c(=O)[nH]c1=O	-6%	5%	0%	9	0%	-8%	3%	-2%	-5%	0%	27%
COC(=O)C1=C(c2cccc(OCc3ccccc3)c2)C[C@@H]2CC[C@H]1N2C(=O)NCc1ccc(OC)cc1	-19%	1%	-7%	-17	26%	-4%	-3%	5%	4%	-8%	-18%
Cc1ccccc1OCc1n(CC(=O)OC2CC(C)CCC2C(C)C)c2ccccc2[n+]1C (configuration not stated)	12µM*	7%&-5%	?	8&7	0%&6%	-5%&-8%	-23%&-25%	-1%&3%	9%&1%	6%&-22%	-67%&-73%[inhibitor]
Cn1c(=O)c2c(nc(N/N=C/c3c(O)n(C4CCCCC4)c(=S)[nH]c3=O)n2C)n(C)c1=O	?	-4%	18%	-15	-2%	2%	-2%	-19%	-19%	?	3%
C=CC[C@H](CC(=O)N(CCO)Cc1ccccc1)C(=O)NC[C@H](OC(=O)[C@@H](CC=C)CC(=O)OC(C)(C)C)c1ccccc1	21µM*	-1%	-1%	-3	.	-5%	1%	-3%	-3%	-8%	-19%
CC(C)OC(=O)Cc1ccccc1	20%	-1%	0%	16	-12%	0%	-3%	10%	7%	29%	.
CCCc1nc2ccccc2c(=O)n1-c1ccc(O)cc1	13%	-7%	0%	-7	6%	-5%	2%	-1%	6%	-10%	?
CC1=C(C(=O)N2CCC3(CC2)OCCO3)C2(CCC(C)CC2)OC1=O (configuration not stated)	-1%	5%	1%	7	-1%	-15%	2%	1%	-8%	6%	-3%
CN(C)CCN(C(=O)c1cc(Cl)sc1Cl)c1nc2ccc(F)cc2s1	?	-8%[46.1 µM]	-2%	12	0%	0%	-3%	-3%	2%	-3%	16%
